Vif-A3F inh: qHTS for Inhibitors of Vif-A3F Interactions: qHTS; 390,000 compounds, 0.2% hits; HeLa A3F-eYFP + Vif (tagged APOBEC3F with the HIV-1 protein that degrades it), YFP fluorescence increase; AID 602313, 2012; Potency, µM (series often up to 46.1 µM), inactives show top-dose activity, negative = active; note: potency is the fitted concentration of half-maximal effect; % of control where 0% means no effect; nearly all actives have a fitted effect of over 65% in size
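HeLa cells stably expressing A3F-eYFP plus Vif, plated and incubated overnight at 37 deg C, then exposed to compounds overnight at 37 deg C. Blocked degradation read as raised yellow fluorescence (Ex 488/Em 500-530).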
ALOX12 inh: Primary qHTS assay for inhibitors of human arachidonate 12S-lipoxygenase (ALOX12): Round 2; 580,000 compounds, 1.1% hits; Potency, µM (highest dose often 108 µM), inactives show at the top dose activity change, negative = inhibition, usual class: inhibitors; Polyunsaturated fatty acid lipoxygenase ALOX12 (Homo sapiens), P18054; AID 1671190, 2021; purified 12hLO, xylenol orange hydroperoxide absorbance; note: potency is the fitted concentration of half-maximal effect; % is set by controls: 0 for no effect and ±100 for the full control effect
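Purified human 12hLO (150 nM final) in 25 mM Hepes, 0.01% Triton X-100, pH 7.0 was preincubated 15 min at room temperature with compound. Then 40 uM arachidonic acid was added, 30 min. Hydroperoxide was read by Fe-XO absorbance ratio 573/405 nm.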
RGS4 inhibitor: Inhibitors of Regulator of G Protein Signaling (RGS) 4: qHTS | Regulator of G-protein signaling 4 (Homo sapiens), P49798 | Transcreener GDP fluorescence polarization, RGS4-accelerated GTP hydrolysis | Potency, µM (doses to about 114 µM), for inactives: top-dose activity change, negative = inhibition, actives largely listed as inhibitors | 390,000 compounds, 0.039% hits; note: potency is the fitted concentration of half-maximal effect; % is set by controls: 0 for no effect and ±100 for the full control effect; nearly all actives have a fitted effect of over 75% in size; some results filed as inactive show a strong effect at the top dose
Target sequence (P49798 whole entry, looked up): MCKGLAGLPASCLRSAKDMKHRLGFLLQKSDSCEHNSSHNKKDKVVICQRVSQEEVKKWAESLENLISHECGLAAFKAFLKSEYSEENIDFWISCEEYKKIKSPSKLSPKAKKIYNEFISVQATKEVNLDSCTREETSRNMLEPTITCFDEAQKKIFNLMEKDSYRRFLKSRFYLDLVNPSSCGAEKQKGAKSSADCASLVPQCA
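MLSMR compounds (23 nl, pin-transferred) preincubated 10 min at room temperature with a 500nM (2x) first reagent, then RGS4 at 900nM (2x) plus Transcreener GDP mix added; fluorescence polarization (620/688 nm) read before and after 90 min at 30 °C.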
GRP78 ERSR act: qHTS for Inducers of the Endoplasmic Reticulum Stress Response (ERSR) in Human Glioma: qHTS; U87-MG GRP78 promoter luciferase reporter, 16 h; Potency, µM, without a hit: at the highest dose activation, usual class: activators; 420,000 compounds, 0.02% hits; AID 602332, 2012; note: potency is the fitted concentration of half-maximal effect; series mostly up to about 76 µM; % of control where 0% means no effect; nearly all actives have a fitted effect of over 35% in size
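Stably transfected U87-MG human glioma cells carrying a GRP78-based luminescent sensor were seeded at 1000 cells/well, pin-dosed with compounds and incubated 16 h. Luciferase reagent was then added, and end-point luminescence was read after 10 min at room temperature.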
ERG Ets-DNA blk: qHTS for Small Molecule Inhibitors of the ERG Ets/DNA interaction; 370,000 compounds, 0.028% hits; fluorescence polarization, His-ERG Ets domain / labelled DNA; Potency, µM (top dose mostly 76.9 µM), for the others: top-dose FP activity, negative = inhibition, most hits filed as inhibitors; AID 624246, 2012; active = well fitted inhibition curve with a large enough effect in the polarisation, with a control signal flat; inconclusive = small, poorly fitted or top-dose-only effect, or effect the other way, or a change in a side signal; inactive = no such curve, though single readings can be large or run the other way; the % refers to the polarisation;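 note: polarization taken with two DNA probes labelled with fluorescein and Texas red; potency is the fitted concentration of half-maximal effect; % of control where 0% means no effect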
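His-tagged ERG Ets domain (1 uM in the protein solution; 300mM KCl, 50mM Tris-HCl, 1mM EDTA, 1mM DTT, pH 7.5) received compound, then a probe mix of 5 nM fluorescein-DNA and 100nM Texas-615-DNA. Fluorescence polarization was read for both dyes.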
D2 antagonist: HTS Assay for Allosteric Antagonists of the Human D2 Dopamine Receptor: Primary Screen for Antagonists. D(2) dopamine receptor (Homo sapiens), P14416. HEK293 TREx D2 cells, calcium flux, dopamine EC80. inhibition, % at 10 µM. 340,000 compounds, 2% hits. AID 485344, 2010; in the data active = inhibition above about 30%; note: 0% is about no effect
Target sequence (P14416 whole entry, looked up): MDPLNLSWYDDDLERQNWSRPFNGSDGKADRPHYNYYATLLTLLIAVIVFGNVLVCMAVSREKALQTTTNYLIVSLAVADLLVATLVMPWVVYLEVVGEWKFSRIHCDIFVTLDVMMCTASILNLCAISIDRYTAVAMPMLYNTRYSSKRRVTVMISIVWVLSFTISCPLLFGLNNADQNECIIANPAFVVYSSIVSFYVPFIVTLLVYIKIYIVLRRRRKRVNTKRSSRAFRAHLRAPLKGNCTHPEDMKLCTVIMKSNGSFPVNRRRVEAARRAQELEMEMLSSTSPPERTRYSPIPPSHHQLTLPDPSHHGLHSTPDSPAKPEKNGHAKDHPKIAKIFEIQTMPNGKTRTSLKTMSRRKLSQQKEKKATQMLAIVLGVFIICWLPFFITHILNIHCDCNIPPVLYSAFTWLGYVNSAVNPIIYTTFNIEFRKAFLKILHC
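Tetracycline-induced HEK293 T-REx cells expressing D2 force-coupled to calcium signalling were dye-loaded, exposed to compound for 180 s, then challenged with an EC80 of dopamine; calcium flux was followed kinetically for a further 180 s.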
Vif-A3G inh: qHTS for Inhibitors of Vif-A3G Interactions: qHTS | 410,000 compounds, 0.076% hits | HeLa A3G-eYFP + Vif (tagged APOBEC3G with the HIV-1 protein that degrades it), YFP fluorescence, overnight | AID 602310, 2012 | Potency, µM (doses to about 46.1 µM), for inactives: at the highest dose activity, negative = active, usual class: inhibitors;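 note: potency is the fitted concentration of half-maximal effect; % is set by controls: 0 for no effect and ±100 for the full control effect; nearly all actives have a fitted effect of over 60% in size; hits raise eYFP signal because A3G escapes Vif-driven loss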
Target sequence (Q9HC16 whole entry, looked up): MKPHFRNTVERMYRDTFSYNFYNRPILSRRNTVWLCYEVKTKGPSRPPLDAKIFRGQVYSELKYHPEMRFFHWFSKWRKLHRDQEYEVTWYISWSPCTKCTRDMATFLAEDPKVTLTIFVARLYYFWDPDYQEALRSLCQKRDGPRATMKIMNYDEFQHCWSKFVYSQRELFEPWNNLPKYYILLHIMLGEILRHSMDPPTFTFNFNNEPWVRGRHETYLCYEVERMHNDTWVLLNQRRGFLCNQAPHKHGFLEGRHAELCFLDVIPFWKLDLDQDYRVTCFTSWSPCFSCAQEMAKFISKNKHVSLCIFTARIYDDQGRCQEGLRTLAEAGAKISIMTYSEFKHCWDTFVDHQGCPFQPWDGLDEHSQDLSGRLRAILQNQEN
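HeLa cells stably expressing Vif and C-terminally eYFP-tagged A3G, seeded overnight at 37 deg C, then exposed to compound by pintool overnight at 37 deg C. Rise in yellow fluorescence (Ex 488/Em 500-530, Acumen) marks blocked Vif-driven A3G degradation.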
LDHA block: qHTS assay for inhibitors of human lactate dehydrogenase; purified LDHA, NADH/diaphorase-resazurin fluorescence; stronger effect = lower value; activity change, % (values are at about 110 or 230 µM); 480,000 compounds, 0.15% hits; AID 1347041, 2019; in the data active = activity change below about -30%; inconclusive = mostly about -25% to -30%;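 note: plate controls were DMSO wells for no effect and wells without enzyme for full effect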
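Resorufin fluorescence (ex540/em590), read at 0 and 20 min after diaphorase/resazurin addition, reports the NADH left after a 5 min room-temperature reaction of 2 nM human LDH5 with 0.06 mM NADH and 0.2 mM pyruvate.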
D2 ag: HTS Assay for Allosteric Agonists of the Human D2 Dopamine Receptor: Primary Screen for Agonists; HEK293 T-REx D2 cells, calcium flux agonist mode; activation, % at 2 µM; 340,000 compounds, 0.53% hits; AID 485358, 2010;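 active = activation over 3 SD above normal in the single-dose calcium agonist read, cut at about 30% in these data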; note: 0% is about no effect
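Agonism is scored from calcium flux in a force-coupled, inducible HEK293 cell line expressing D2, read kinetically for 180 s after compound addition against dopamine controls.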
* = called active by the depositor; u = inconclusive; x = no result given; & = joins results of further samples; [ ] = dose if it differs, or a comment. Unless noted, calls come from the whole dose curve; as a rule, active = well fitted curve in the direction sought with a large enough effect; inconclusive = small, poorly fitted or top-dose-only effect, or another doubt; inactive = no such curve, though single readings can be large; an effect the other way counts as inactive or inconclusive. Only part of the results is shown; count on the stated rates, not on these rows.

SMILES	Vif-A3F inh	ALOX12 inh	RGS4 inhibitor	GRP78 ERSR act	ERG Ets-DNA blk	D2 antagonist	Vif-A3G inh	LDHA block	D2 ag
CC(Oc1ccc(Cl)cc1)C(=O)Nc1sccc1C(N)=O (configuration not stated)	8%	-23%	-31%	3%	8%	9	4%	4	-0.5
O=C(COC(=O)CNC(=O)C1CCCCC1)Nc1ccc(Cl)cc1F	-10%	10%	-31%	10%	0%	10	-2%	0	0.7
COc1cccc(CN2CCCC(C(=O)N3CCCCC3)C2)c1 (configuration not stated)	-6%	0%	28%	-5%	1%	-4	0%	-24	0.4
Cc1cc(C)cc(N(C(=O)CNC(=O)c2ccco2)C(C(=O)NC2CCCCC2)c2ccncc2)c1 (configuration not stated)	0%	1%	10%	-2%	10%	x	1%	-3	x
c1ccc(-c2ccccc2-c2nc(-c3cccnc3)no2)cc1	1%	-2%	5%	-4%	-4%	-7	1%	-2	0.0
N#CCC(=O)N/N=C/c1ccc(Sc2nc3ccccc3s2)o1	-4%	-4%	-8%	6%	16%	8	u	-48*	0.7
O=C(C[C@@H]1C/C=C\C[C@H](NC(=O)OCC2c3ccccc3-c3ccccc32)C(=O)OC[C@@H]2CCCN2C1=O)N[C@@H](CO)Cc1ccccc1	-1%	-7%	-25%	-3%	-1%	x	3%	0	x
O=C1NNC(c2ccccc2)=N/C1=C\c1ccccc1Cl	3%	1%	-51%	-3%	2%	2	1%	21	0.5
COc1ccc(-c2nc(SCC(=O)Nc3ccc4c(c3)OCO4)c(-c3ccccc3)[nH]2)cc1	-18%	-6%	-12%	-8%	-3%	x	3%	-9	0.4
Cc1ccc2oc(=O)cc(CN3CCC(C)CC3)c2c1	3%	-29%&8%	-10%	0%	5%	8	-1%	-8&9	-0.9
CCOC(=O)CN(C(=O)COc1nc(-c2ccccc2)cc(C)c1C#N)c1ccc(C)cc1	0%	7%	-19%	6%	-3%	-8	-11%	-1	-0.9
CCc1nc(NC(=O)Cc2csc(C)n2)sc1C(=O)OC	-3%	0%	15%	-3%	-4%	-5	-6%	1	-0.3
Cc1nc(-c2ccc(S(=O)(=O)N3CCCCCC3)cc2)cs1	-4%	16%	-35%	4%	6%	-11	0%	-1	-0.2
CCOC(=O)c1ccccc1Nc1cc(C)nc2nc(C)nn12	1%	276%[activator]	-9%	-5%	-12%	-8	0%	-1	-1.2
O=C(Cn1ccsc1=NC(=O)C(F)(F)F)c1ccccc1	-6%	-4%	-2%	2%	8%	-3	0%	1	-0.7
CCOc1ccc(N(CC(=O)Nc2c(C)cccc2C)S(=O)(=O)c2c(C)[nH]c(=O)[nH]c2=O)cc1	1%	-12%	-7%	-2%	-12%	14	-8%	-9	-0.3
COc1cc(/C=C/C(C)=O)cc(OC)c1OC	-6%	-6%	-6%[11.4 µM]	-4%	1%	5	1%	0	0.5
CC(=O)Nc1ccc(C2Nc3ccccc3C(=O)N2C2CCCCC2)cc1 (configuration not stated)	-1%	-5%	-13%	8%	1%	-11	-4%	0	-0.4
COc1ccccc1N1CCN(/N=C/c2ccc(C(=O)O)cc2)CC1	-1%	0%	-17%	0%	4%	-6	0%	-5	0.1
O=C(O)C1C2CCC1C(O)C2 (configuration not stated)	-1%	3%	x	-1%	x	x	-3%	-3	x

Some of these compounds in order of molar mass, falling:
SMILES	Vif-A3F inh	ALOX12 inh	RGS4 inhibitor	GRP78 ERSR act	ERG Ets-DNA blk	D2 antagonist	Vif-A3G inh	LDHA block	D2 ag
CCOc1ccc(N(CC(=O)Nc2c(C)cccc2C)S(=O)(=O)c2c(C)[nH]c(=O)[nH]c2=O)cc1	1%	-12%	-7%	-2%	-12%	14	-8%	-9	-0.3
O=C(COC(=O)CNC(=O)C1CCCCC1)Nc1ccc(Cl)cc1F	-10%	10%	-31%	10%	0%	10	-2%	0	0.7
CC(Oc1ccc(Cl)cc1)C(=O)Nc1sccc1C(N)=O (configuration not stated)	8%	-23%	-31%	3%	8%	9	4%	4	-0.5

New compounds follow
SMILES	Vif-A3F inh	ALOX12 inh	RGS4 inhibitor	GRP78 ERSR act	ERG Ets-DNA blk	D2 antagonist	Vif-A3G inh	LDHA block	D2 ag
O=C(Nc1nncs1)C1COc2ccccc2O1 (configuration not stated)	4%	u	22%	1%	-2%	-5	-3%	-4	-0.4
Cc1ccc(S(=O)(=O)N2CCN(C(=O)N3CCOCC3)C2C)cc1 (configuration not stated)	-5%	0%	-28%	-2%	31%[activator]	8	-6%	-7	-0.6
CCC1CCC(C(=O)NC(C(=O)Nc2ccc3c(c2)OCCO3)C(C)C)CC1 (configuration not stated)	6%	48%[activator]	12%[11.4 µM]	-4%	-6%	4	0%	-3	0.0
O=C(Nc1ccc2sccc2c1)c1cccc(N2C(=O)CCC2=O)c1	-1%	-12%	-18%	0%	-9%	16	2%	-1	-1.5
CCCC(C)(C)C(=O)N1CCC1(C)C(=O)Nc1ccc2c(c1)OCCO2 (configuration not stated)	x	0%	x	-2%	x	x	-5%	0	x
Cc1ccc(C(=O)c2cccc(N)c2)cc1C	-2%	4%	-8%	-13%	-21%	2	0%	0	-0.5
Cc1cc(S(=O)(=O)N2CCCC2)ccc1OCC(=O)NC1CCCC1	u	-2%	23%	-5%	1%	7	0%	-7	0.4
O=C(c1ccco1)N1CCN=C1SCc1ccccc1F	1%	-5%	-24%	-2%	14%	-4	-1%	-1	0.0
Clc1ccc(OCc2nn3c(-c4ccccc4)nnc3s2)c(Cl)c1	-2%	-15%	-48%	-2%	-9%	-54	1%	-7	0.5
COc1ccc(/C=N/NS(C)(=O)=O)c(OC)c1	4%	20%	14%	-5%	-11%	-1	-6%	-5	0.9
CN(C)S(=O)(=O)c1ccc(C(=O)NCc2nnc(SCC(=O)c3ccccc3)o2)cc1	0%	-43%	-7%	0%	2%	-11	1%	-1	-1.0
O=C(CSc1nnc(-c2ccco2)n1Cc1ccccc1)NC(=O)NCc1ccccc1	0%	0%[57.4 µM]	-27%	-8%	-6%	8	4%	-5	-0.5
COC(=O)C1=C(C)N(CCC2=CCCCC2)C(=O)C1	-3%	-7%	u	-13%	-1%	-19	0%	17	-1.3
CNC(=O)C[C@H]1C(=O)N(c2ccc(OC)cc2)C[C@@H]1Cc1ccccc1	-1%	-3%	x	-2%	x	x	2%	-4	x
Cc1cc(C)n(CC(C)Nc2nc3nonc3nc2N2CCCCC2)n1 (configuration not stated)	3%	-12%	-26%	-1%	0%	3	-4%	-3	0.5
O=C(O)c1ccc(CN2C[C@@H](CO)O[C@@H](n3cnc4c(NCc5ccc(F)cc5)ncnc43)C2)cc1	x	-25%	x	-2%	x	x	0%	-11	x
CCOC(=O)C1CCCN(S(=O)(=O)c2cc3c4c(c2)CCN4C(=O)CC3)C1 (configuration not stated)	11%	-10%	-15%	-3%	8%	-6	1%	-1	0.2
CC(=NNc1nc2ccccc2o1)c1cc2ccccc2cn1	u	u	-18%	u	9%	x	u	-3	x
Cc1ccc(N2CCN(CC(O)COc3cccc4ccccc34)CC2)cc1 (configuration not stated)	u	u	4%	9%	1%	-29	-9%	-6	-2.0

No new results follow: 11 of the compounds above.
SMILES	Vif-A3F inh	ALOX12 inh	RGS4 inhibitor	GRP78 ERSR act	ERG Ets-DNA blk	D2 antagonist	Vif-A3G inh	LDHA block	D2 ag
Clc1ccc(OCc2nn3c(-c4ccccc4)nnc3s2)c(Cl)c1	-2%	-15%	-48%	-2%	-9%	-54	1%	-7	0.5
COc1ccc(/C=N/NS(C)(=O)=O)c(OC)c1	4%	20%	14%	-5%	-11%	-1	-6%	-5	0.9
CN(C)S(=O)(=O)c1ccc(C(=O)NCc2nnc(SCC(=O)c3ccccc3)o2)cc1	0%	-43%	-7%	0%	2%	-11	1%	-1	-1.0
O=C(CSc1nnc(-c2ccco2)n1Cc1ccccc1)NC(=O)NCc1ccccc1	0%	0%[57.4 µM]	-27%	-8%	-6%	8	4%	-5	-0.5
COC(=O)C1=C(C)N(CCC2=CCCCC2)C(=O)C1	-3%	-7%	u	-13%	-1%	-19	0%	17	-1.3
CNC(=O)C[C@H]1C(=O)N(c2ccc(OC)cc2)C[C@@H]1Cc1ccccc1	-1%	-3%	x	-2%	x	x	2%	-4	x
Cc1cc(C)n(CC(C)Nc2nc3nonc3nc2N2CCCCC2)n1 (configuration not stated)	3%	-12%	-26%	-1%	0%	3	-4%	-3	0.5
O=C(O)c1ccc(CN2C[C@@H](CO)O[C@@H](n3cnc4c(NCc5ccc(F)cc5)ncnc43)C2)cc1	x	-25%	x	-2%	x	x	0%	-11	x
CCOC(=O)C1CCCN(S(=O)(=O)c2cc3c4c(c2)CCN4C(=O)CC3)C1 (configuration not stated)	11%	-10%	-15%	-3%	8%	-6	1%	-1	0.2
CC(=NNc1nc2ccccc2o1)c1cc2ccccc2cn1	u	u	-18%	u	9%	x	u	-3	x
Cc1ccc(N2CCN(CC(O)COc3cccc4ccccc34)CC2)cc1 (configuration not stated)	u	u	4%	9%	1%	-29	-9%	-6	-2.0
